Bioassay records as filed in PubChem BioAssay.
KCNQ2 inh: KCNQ2 potassium channel inhibitors, primary screen, cell-based, CHO-K1, FluxOR thallium flux, B-score (AID 2156). O88943. 20 min; hits give low values. B-score at 10 µM. 310,000 compounds, 1.1% hits;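 active means fluorescence ratio B-score at most minus 3 library SDs, with starting brightness B-score within 2 library SDs, cut at about -5.5 in these data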
Target sequence (O88943 whole entry, looked up): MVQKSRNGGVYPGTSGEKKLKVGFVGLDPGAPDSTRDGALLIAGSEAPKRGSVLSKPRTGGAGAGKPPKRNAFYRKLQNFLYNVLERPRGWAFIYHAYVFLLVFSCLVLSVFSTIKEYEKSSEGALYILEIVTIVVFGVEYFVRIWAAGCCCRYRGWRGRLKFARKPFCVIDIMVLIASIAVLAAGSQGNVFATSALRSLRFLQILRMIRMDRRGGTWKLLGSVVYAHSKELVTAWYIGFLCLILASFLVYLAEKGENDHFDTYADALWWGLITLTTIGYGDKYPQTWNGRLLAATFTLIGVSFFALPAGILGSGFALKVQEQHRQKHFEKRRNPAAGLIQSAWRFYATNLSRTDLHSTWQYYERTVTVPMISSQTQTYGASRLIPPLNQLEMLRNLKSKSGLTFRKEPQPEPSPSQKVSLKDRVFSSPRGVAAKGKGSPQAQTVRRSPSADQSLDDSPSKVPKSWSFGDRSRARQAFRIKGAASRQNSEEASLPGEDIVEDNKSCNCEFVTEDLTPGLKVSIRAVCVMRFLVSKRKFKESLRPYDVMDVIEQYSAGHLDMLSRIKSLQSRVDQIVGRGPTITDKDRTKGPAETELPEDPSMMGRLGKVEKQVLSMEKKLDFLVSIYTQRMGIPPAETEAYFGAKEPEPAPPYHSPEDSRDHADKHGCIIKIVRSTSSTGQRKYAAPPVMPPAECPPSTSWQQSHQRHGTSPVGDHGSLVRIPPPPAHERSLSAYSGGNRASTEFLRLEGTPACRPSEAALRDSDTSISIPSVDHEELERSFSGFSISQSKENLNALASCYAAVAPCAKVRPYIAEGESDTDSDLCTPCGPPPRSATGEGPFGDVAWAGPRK
STK33 kinase inh: human STK33 kinase inhibition | Q9BYT3 | purified STK33, MBP phosphorylation, ADP-Glo luminescence | inhibition, % at 10 µM | 320,000 compounds, 0.073% hits;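 active means inhibition at or above 25%, using the most active replicate where run in duplicate; inactive means inhibition below 25%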
OX1R FRET antag: OX1R (human) antagonism; O43613; OX1R-expressing cells, FRET antagonist read-out; inhibition, % at 6.6 µM; 330,000 compounds, 1.8% hits; AID 485270; in the data active means inhibition mostly above about 38%, no sharp cut-off; inactive means mostly below about 40%;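 further: 0% = agonist challenge alone and 100% = reference antagonist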
* marks the source's active call; other numbers are inactive results; i = inactive; nt = not tested or not shown. Not a hit list; any-hit rate near 2.7%.

SMILES | KCNQ2 inh | STK33 kinase inh | OX1R FRET antag
COc1ccc(/C=N/n2c(C3CCCCC3)n[nH]c2=S)c(OC)c1 | i | -1.4 | -14
O=C(CSC1=NC2(CCCCC2)N=C1c1ccccc1)Nc1ccc2c(c1)OCCO2 | i | -0.9 | 5
Cc1noc(C)c1COc1ccccc1C(=O)NNC(=O)c1ccccc1F | nt | 1.2 | 0
COCCn1c(C)cc(/C=C2/NC(=O)N(Cc3ccc(C)cc3)C2=O)c1C | i | -1.6 | 12
COC(=O)Nc1ccc(S(=O)(=O)NC2CCS(=O)(=O)C2)cc1 (stereo not given) | i | -1.3 | 0
COC(=O)[C@@]12CCCN1[C@H](c1ccc(-c3ccc(OC)cc3)c(OC)c1)[C@@H]1C(=O)N(C)C(=O)[C@@H]12 | nt | 0.5 | 24
O=C(CSc1nnc(-c2cccnc2)o1)NNC(=O)c1ccc(Br)cc1 | i | 1.0 | 8
COc1ccc(NC(=O)N(Cc2cccnc2)Cc2ccccc2Cl)c(OC)c1 | -5.8* | nt | 32
Cc1ccc(C)c(NC(=O)COC(=O)CSc2ccccc2)c1 | nt | 0.9 | 0
CCCCNS(=O)(=O)c1ccc(NC(=O)c2cccs2)cc1 | i | nt | 23
C=CCNC(=S)Nc1ccc(Cl)c(S(=O)(=O)N2CCOCC2)c1 | i | -0.2 | 28
O=C1c2ccccc2C(=O)c2c1oc(C(F)(F)F)c2C(=O)c1ccccc1 | i | -1.7 | 12
O=S1(=O)N(Cc2ccccc2F)CCCN1Cc1c(F)cccc1Cl | i | -1.0 | 16
O=C(CSc1nnc(NC(=O)C2CCC2)s1)Nc1ccccc1 | i | 0.3 | 20
CC(C)NS(=O)(=O)c1ccc(OCC(=O)N(C)Cc2ccccc2)cc1 | i | 4.9 | 2
COc1ccccc1NC(=O)C(C)NC(c1ccccc1)c1ccccc1 (stereo not given) | i | -2.6 | 20
CN(Cc1ccccc1)C(=O)CSc1nc2c(c(C(F)(F)F)n1)CCc1ccccc1-2 | i | 0.5 | 18
COc1ccc(NC(=O)CN(C)C(=O)c2ccccc2OCC(=O)Nc2cccc(C(F)(F)F)c2)cc1 | i | 0.8 | 11
CCOc1cc(CNC)ccc1OCC(=O)NC(C)(C)C | i | -1.5 | 2
Cc1csc(SCc2ccccc2C(=O)O)n1 | i | -0.5 | 30
O=C(NCC(=O)N(c1cccc(F)c1)C(C(=O)NCC1CCCO1)c1ccccc1)c1ccco1 (stereo not given) | i | -1.4 | 16
COc1ccc(OC)c(S(=O)(=O)ON2C(=O)c3ccccc3C2=O)c1 | i | -1.3 | 14
O=C(CSCc1ccc([N+](=O)[O-])cc1)N/N=C/c1ccncc1 | i | 1.2 | 20
CC(=O)N(C)c1ccc(N=Cc2cc3c(cc2[N+](=O)[O-])OCO3)cc1 | i | -2.3 | 27
C/C(=N\NC(=O)c1c([N+](=O)[O-])c(C)nn1C)c1ccc(NC(=O)C2CCCC2)cc1 | i | -0.2 | 10
CC[N+](CC)(CC#Cc1ccccc1)CC#Cc1ccccc1 | i | -1.1 | 15
Cc1ccc2c(c1)NC(=O)c1cccnc1N2 | i | 1.7 | 10
CS(=O)(=O)C1=NSC2=NC(=O)/C(=C\c3ccc(-c4ccccc4)o3)C(=N)N21 | nt | 3.2 | 18
O=C(N/N=C/c1ccc(Br)s1)c1ccncc1 | i | -0.3 | 11
C/C(N)=C(/C#N)C(=O)COC(=O)C1CCN(S(=O)(=O)c2cccs2)CC1 | nt | 1.5 | 8
CC(C)c1cc(=O)[nH]c(N2CCN(Cc3ccc4c(c3)OCO4)CC2)n1 | i | -3.5 | 10
Cc1ccc(C(=O)O/N=C/c2c(N3CCOCC3)n(C)c3ccccc23)cc1 | i | -0.3 | 8
COC(=O)c1cc(NC(=O)c2cccc(Cl)c2)c(=O)oc1/C=C/Nc1cc(C)cc(C)c1 | i | 1.3 | 9
Cn1c(Cn2c(=O)sc3ccccc32)nnc1SCC(=O)N1CCCCCC1 | i | -1.8 | 13
Cc1csc(NC(=O)c2ccc(OCC3CCCO3)cc2)n1 (stereo not given) | i | 1.5 | 38
Cc1ccc(-c2nnn(CC(=O)N(Cc3ccccc3)C(C(=O)NC(C)(C)C)c3ccncc3)n2)o1 (stereo not given) | i | -1.1 | 11
COc1ccc(C2=CC(=O)CC(c3ccccc3)C2)cc1 (stereo not given) | i | 1.0 | 54
Cc1cc(C)nc(Sc2ccc(C=O)cc2[N+](=O)[O-])n1 | i | -1.5 | 27
Cc1ccc([N+](=O)[O-])c(OCCCN2C(=O)NC(C)(C)C2=O)c1 | i | 0.3 | 21
CC(Oc1ccc2ccc(=O)oc2c1)C(=O)c1ccccc1 (stereo not given) | i | -0.7 | 27
O=C(c1cccc(Cl)c1)N1CCN(c2ncnc3c2cnn3-c2ccccc2)CC1 | i | 0.3 | 4
CCOC(=O)C1(Cc2cccc(OC)c2)CCCN(C(=O)CNC(C)=O)C1 (stereo not given) | i | nt | 14
CCOC(=O)C1CCN(c2ncnc3c2oc2ccc(Br)cc23)CC1 | i | -0.7 | 17
CCn1c2c(c3cc(C(=O)O)ccc31)CCCC2=O | i | 1.9 | 52
Cc1cc(=O)oc2c(CN3CC(C)OC(C)C3)c(O)c(Cl)cc12 (stereo not given) | i | 0.3 | 18
COc1ccccc1NC(=O)N1CCC(C(=O)c2ccc(Cl)cc2)CC1 | i | -1.2 | 11
CN(C(=O)c1cccnc1)c1nc(-c2ccccc2)cs1 | i | -0.7 | 13
CCOC(=O)c1c(C)nc2sc3c(c2c1-c1ccc(OC)cc1)NC(c1ccc(OC)cc1)NC3=O (stereo not given) | i | -0.4 | 4
COCCNc1nc2c(c(=O)n(C)c(=O)n2C)n1Cc1cccc(C)c1 | i | -1.8 | 22
CCN(CC)CCNC(C(=O)Nc1cccc(C(C)=O)c1)c1ccccc1 (stereo not given) | i | 0.1 | 10

Three compounds from above, ordered by the value under STK33 kinase inh, lowest first.
SMILES | KCNQ2 inh | STK33 kinase inh | OX1R FRET antag
COCCNc1nc2c(c(=O)n(C)c(=O)n2C)n1Cc1cccc(C)c1 | i | -1.8 | 22
COc1ccccc1NC(=O)N1CCC(C(=O)c2ccc(Cl)cc2)CC1 | i | -1.2 | 11
CCN(CC)CCNC(C(=O)Nc1cccc(C(C)=O)c1)c1ccccc1 (stereo not given) | i | 0.1 | 10

New compounds follow
SMILES | KCNQ2 inh | STK33 kinase inh | OX1R FRET antag
O=C(NCCS(=O)(=O)c1ccc(Br)cc1)c1c(F)cccc1F | i | -0.5 | -14
CCN(CC)c1ccc(NC(=O)COc2ccccc2C#N)cc1S(=O)(=O)Nc1ccc(OC)cc1 | i | -1.0 | 5
COc1ccc(CC(=O)NCC2CCCCC2)cc1OC | i | -1.5 | -2
CC(C)C(NC(=O)c1ccccc1)C(=O)NC1=NCCS1 (stereo not given) | i | 0.8 | 24
Cc1[nH]n(-c2ccccc2)c(=O)c1/C=N/n1c(C)nc2ccccc2c1=O | i | -0.7 | 25
CC(C)NC(=O)/C(C#N)=C\c1ccc(N(C)C)c(Br)c1 | i | nt | 25
CN(C(=O)COC(=O)C(Cc1ccccc1)NC(=O)c1ccccc1)c1ccccc1 (stereo not given) | -5.7* | -1.8 | 5
CC(C)CNC(=S)Nc1ccc(S(N)(=O)=O)cc1 | i | -1.5 | 2
CCOc1ccc(N(CC(=O)NC2CCCC2)C(=O)CSc2nnc(COc3ccccc3)o2)cc1 | i | 1.2 | 13
Cc1cc(=O)[nH]c(SCC(=O)Nc2ccc(Br)cc2)n1 | i | -0.3 | 12
CCOC(=O)c1sc(NC(=O)CCN2CCC(C)CC2)c(C(=O)OCC)c1C | i | 0.3 | 1
Cc1ccc(CNC(=O)COC(=O)CCOc2ccc(C)cc2)cc1 | i | -0.6 | 4
COc1cc(C)c(C(C)C)cc1S(=O)(=O)n1cnc(C)c1 | i | -2.9 | 14
Cc1ccc[n+](CC(=O)Nc2cc(C(F)(F)F)ccc2N2CCOCC2)c1 | i | 0.0 | 26
COc1cccc(CN2CCN(Cc3ccc(OC)c(OC)c3)CC2CCO)c1 (stereo not given) | i | -1.0 | 13
Nc1cc(=O)[nH]c(SCC(=O)Nc2ccc(S(=O)(=O)N3CCCC3)cc2)n1 | nt | -0.1 | 11
COc1ccc2ccccc2c1/C=N/NC(=O)c1ccccc1F | i | 0.1 | 30
Nc1ccccc1C(=O)NC1CCCCNC1=O (stereo not given) | i | 3.0 | 9
Cc1ccc(CCNC(=O)CC(C)CC2=NS(=O)(=O)c3ccccc3N2)cc1 (stereo not given) | i | 0.3 | 4
CC(NC(=O)CN(C)S(=O)(=O)c1cnc[nH]1)c1ccccc1 (stereo not given) | i | -0.8 | 11

Part of the list above, with values under each structure.
Sequence of screens: KCNQ2 inh | STK33 kinase inh | OX1R FRET antag
COc1cc(C)c(C(C)C)cc1S(=O)(=O)n1cnc(C)c1
  i | -2.9 | 14
Cc1ccc[n+](CC(=O)Nc2cc(C(F)(F)F)ccc2N2CCOCC2)c1
  i | 0.0 | 26
COc1cccc(CN2CCN(Cc3ccc(OC)c(OC)c3)CC2CCO)c1 (stereo not given)
  i | -1.0 | 13
Nc1cc(=O)[nH]c(SCC(=O)Nc2ccc(S(=O)(=O)N3CCCC3)cc2)n1
  nt | -0.1 | 11
COc1ccc2ccccc2c1/C=N/NC(=O)c1ccccc1F
  i | 0.1 | 30
Nc1ccccc1C(=O)NC1CCCCNC1=O (stereo not given)
  i | 3.0 | 9
Cc1ccc(CCNC(=O)CC(C)CC2=NS(=O)(=O)c3ccccc3N2)cc1 (stereo not given)
  i | 0.3 | 4

(listing goes on)
SMILES | KCNQ2 inh | STK33 kinase inh | OX1R FRET antag
CCN(C(=O)COC(=O)c1ccc([N+](=O)[O-])o1)C1CCCCC1 | nt | -0.4 | 29*
COc1ccc(CC(=O)NCc2cccs2)cc1OC | i | -0.7 | 9
CCNC(=O)c1oc2c(c1C)C(=O)CC(C)(C)C2 | i | -0.9 | 7
N/C(=N\O)c1ccc([N+](=O)[O-])s1 | i | 0.6 | 47*
O=C(c1cnc2n(c1=O)CCS2)N(C1CCCCC1)C1CCCCC1 | i | 0.4 | 16
COc1ccc(Br)cc1CNC(=O)CCNC(=O)Cn1ccc2ccccc2c1=O | i | -0.9 | 8
COC(=O)c1ccccc1NC(=O)C1CC=CCC1C(=O)O (stereo not given) | i | -0.1 | 11
CCN(CC)CCN1C(=O)c2ccccc2NC1c1ccc(F)cc1 (stereo not given) | i | -1.5 | 2
Cc1ccc(NC(=O)Cc2cccs2)cc1Cl | i | 0.0 | nt
O=C(CCc1nnc(-c2ccccc2)o1)NC1CCCCC1 | i | -1.5 | 9
CC(=O)N1CCC2(CC1)C/C(=N\NC(=S)Nc1ccccc1F)c1cc(O)ccc1O2 | i | -1.1 | -8
CCC(=Nc1ccccc1)C1=C(O)CCCC1=O | i | -2.1 | -6
CS(=O)(=O)Nc1ccccc1C(=O)Nc1cc(Cl)cc(Cl)c1 | i | -2.3 | 46*
COc1ccc2c(c1)C(=O)C(=O)N2 | i | 1.2 | 17
Cc1cc(C)c(C)c(S(=O)(=O)N2CCC(C(=O)OCC(=O)N3c4ccccc4NC(=O)C3(C)C)CC2)c1C | i | -0.3 | 6
CCN(CC)c1ccc(NC(=O)C2CC3CCC2C3)cc1 (stereo not given) | i | -0.1 | 40
CN(c1ccccc1)S(=O)(=O)c1cccc(NC(=O)CC(C)(C)C)c1 | i | 0.8 | 10
COc1ccc(C2NC(=O)Cc3cc(OC)c(OC)cc32)cc1OC (stereo not given) | i | 1.1 | 7
COc1ccc(-c2c(C#Cc3ccc(N(C)C)cc3)c3ccccc3n2C)cc1 | nt | 0.5 | 9
CC(=O)c1ccccc1NC(=O)COC(=O)c1cc2ccccc2[nH]1 | nt | -0.9 | 10

Record cards (already shown). Order of screens: KCNQ2 inh, STK33 kinase inh, OX1R FRET antag
Record of CCN(CC)CCN1C(=O)c2ccccc2NC1c1ccc(F)cc1 (stereo not given) : i, -1.5, 2
Record of COc1ccc(/C=N/n2c(C3CCCCC3)n[nH]c2=S)c(OC)c1 : i, -1.4, -14
Record of COc1ccc(-c2c(C#Cc3ccc(N(C)C)cc3)c3ccccc3n2C)cc1 : nt, 0.5, 9

(listing goes on)
SMILES | KCNQ2 inh | STK33 kinase inh | OX1R FRET antag
CC(=O)c1sc2nc(SCC(=O)N3CCCCC3)[nH]c(=O)c2c1C | i | 2.1 | 20
O=C(NCC(=O)N(c1ccccc1)C(C(=O)NCC1CCCO1)c1ccccc1)c1ccco1 (stereo not given) | i | 0.7 | 36
CCn1c(SC(C)C(=O)O)nnc1-c1cccnc1 (stereo not given) | i | -1.1 | 6
CC(NC(=O)COc1ccc(S(=O)(=O)N2CCCC2)cc1)c1ccccc1 (stereo not given) | i | 0.4 | 9
O=C(O)CCCCCNS(=O)(=O)c1ccc2c(c1)OCCO2 | i | -0.1 | 25
Nc1c(C(=O)c2ccc(Cl)cc2)sc2nc3c(cc12)CCC3 | i | -0.1 | 34
Cc1nonc1CN(C)C(=O)CC1C(=O)NCCN1Cc1ccc(F)c(F)c1 (stereo not given) | i | 0.9 | 12
N#Cc1sc(=O)[nH]c1Cl | i | -0.3 | 12
CC(OC(=O)Cc1coc2ccc3ccccc3c12)C(=O)NC(N)=O (stereo not given) | i | 2.2 | 27
COc1cc(C2C(C#N)=C(N)Oc3cc(C)oc(=O)c32)ccc1OC(=O)N1CCOCC1 (stereo not given) | i | -1.3 | 10
Cc1nn(Cc2ccccc2)c(C)c1NC(=O)c1cc(-c2ccco2)on1 | i | 0.8 | 10
COc1ccc(CNc2nnnn2C)c(OC)c1 | i | 7.9 | 4
